b-catenin transl = modulators of beta-catenin nuclear translocation; HeLa beta-catenin nuclear translocation, immunofluorescence imaging; nuclear translocation activity, % at 5 µM; 190,000 compounds, 0.3% hits; AID 1665;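 active means nuclear translocation activity above 50% at 5 µM, with a well cell count of 50 or more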;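 further: per-cell ratio of nuclear to cytoplasmic median beta-catenin stain intensity; plate controls were DMSO negative control for no effect and GSK-3 inhibitor IX positive control for full effect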
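Test system: HeLa cells, endogenous beta-catenin; Compound: single 5 µM dose plus 0.02–20 µM confirmation series; Times: compound exposure 24 h at 37°C; Signal: fluorescence imaging of beta-catenin antibody stain plus DAPI; Read-out: % activation, nuclear-to-cytoplasmic median beta-catenin signal ratio per cell.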
PMI inhibition = human PMI inhibitors, high substrate, primary screen, biochemical, fluorescence intensity, high mannose 6-phosphate (AID 1220); 190,000 compounds, 0.66% hits; inhibition, % at 20 µM, or IC50 in µM where a hit was titrated; recombinant PMI enzyme, coupled fluorescence intensity; higher % means a stronger effect
human PMI inhibition = MPI enzyme activity inhibition – biochemical, fluorescence intensity, coupled assay, primary screen (AID 1209). purified PMI enzyme, coupled fluorescence intensity; higher % means a stronger effect. inhibition, % at 20 µM, or IC50 in µM where a hit was titrated. 190,000 compounds, 0.42% hits;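 further: plate controls were DMSO vehicle for no effect and wells lacking substrate for full effect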
TNAP activators = stimulation of alkaline phosphatase TNAP activity – biochemical, luminescent, no phosphate acceptor, uHTS, primary screen (AID 1001) | purified TNAP, luminescent activation assay, no phosphate acceptor; higher activation fold means a stronger effect | one-dose activation fold at 20 µM; EC50 in µM for titrated hits | 200,000 compounds, 0.03% hits; in the data active means activation fold from about 3, or a potency from the dose series; inactive means the rest, 99 in 100 with activation fold below about 1.6; further: many of its hits are not listed in these tables
Lipid droplet = hepatic lipid droplet formation modulation; inhibition, % at 6.5 µM; 240,000 compounds, 0.4% hits; AML12 mouse hepatocytes, oleate lipid droplets, BODIPY imaging; AID 1656;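 active means lipid droplet intensity inhibited by at least 50%, with more than 500 cells counted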
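Technique: fluorescence imaging, 20x objective, two fields per well / Assay system: AML12 hepatocytes (mouse) / Measure: % inhibition of lipid droplet signal / Doses: 6.5 µM single-point dosing / Incubation: overnight exposure / Reagent: 100 µM oleic acid challenge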
Autophagy mod = autophagy modulation, high-content screen | MEF GFP-LC3 puncta imaging; test concentration mostly 10 µM | calls only at 10 µM (by protocol) | 190,000 compounds, 0.98% hits;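 active means percentage of spot-positive cells more than 3 SD above its plate mean, without a fluorescence outlier flag or 80% toxicity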;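 further: spot-positive cell cutoff set from DMSO-treated cells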
T cell modulator = modulates CD8 T cell binding to vesicles; 2C CD8+ T cell-vesicle binding, flow cytometry; stronger effect = lower value; calls only at 7 µM; 330,000 compounds, 0.068% hits; AID 2052;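 active means response, share of CD8 T cells binding vesicles, and their 90th percentile fluorescence all below set limits, cut at about 80% in these data, passing the limit was not always enough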
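System: murine 2C transgenic CD8+ T lymphocytes; also added: QL9-loaded Drosophila micro-vesicles; times: binding 1.5 h at 37 °C; measured by: flow cytometry, PE anti-B7-1 (FL2) versus Alexa647 anti-CD8 (FL8), PFA-fixed; control set: Peptide-free naked vesicles (low) and QL9 vesicles with 0.7% DMSO vehicle (high)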
Ins promoter up = MIN6 insulin promoter up-regulation. 190,000 compounds, 0.3% hits. z-score at 5 µM. MIN6 insulin promoter-GFP reporter, high-content imaging; stronger effect = higher value. AID 1625;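 active means z-score above 3 at 5 µM with at least 500 cells counted in the well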
MT stabilizer = microtubule stabilization, imaging screen; HeLa tubulin immunostaining HCS, 24 h; share of cells brighter than vehicle mean+2SD; 200,000 compounds, 0.83% hits; % tubulin-high responders, % at 10 µM; AID 2205;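 active means plate Z-score above 3 for both tubulin-high and condensed-nucleus cell shares, with cell loss under 80%, at 10 µM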;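 further: anti alpha tubulin signal scored within the nucleus-defined area of each cell; some results filed as inactive read as strong as hits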
Ins promoter up cell count = second read-out of Ins promoter up, no call of its own (marks repeat the call); cell count; measured here: cytotoxicity, nuclei count;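 total cells summed across four imaged fields per well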
Lipid droplet cells 6.5 µM = also measured in Lipid droplet; calls as there; cell count; measured here: cell count, cytotoxicity flag;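 cells counted across two imaged fields per well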
b-catenin transl cell count 5 µM = also measured in b-catenin transl; calls as there; cell count; measured here: cell count, cytotoxicity flag
T cell modulator vesicle-bound % = also measured in T cell modulator; calls as there; double positive events, %; measured here: CD8+ vesicle-bound cell fraction;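 binding gate set so that unloaded-vesicle control wells show 10% double positive cells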
MT stabilizer Hoechst-high % = second read-out of MT stabilizer, no call of its own (marks repeat the call); % Hoechst-high responders; measured here: nuclear condensation Hoechst responders;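 share of cells brighter than vehicle mean plus two SD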
MT stabilizer cytotoxicity % = also measured in MT stabilizer; calls as there; toxicity, %; measured here: cytotoxicity by cell density;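 0% = mean cell density of plate MIN control wells and 100% = no cells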
Autophagy mod cell loss 18 h = further read-out of Autophagy mod, marked with its call; toxicity, %; measured here: cell loss, nuclei count;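 cell loss after 18 h compound exposure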
* marks the source's active call; other numbers are inactive results; i = inactive; . = not tested or not shown; + = active, no number. Unless noted, no stated cut-off is given here; in the data, active means inhibition above about 50%; inactive means the rest.

SMILES	b-catenin transl	b-catenin transl cell count 5 µM	PMI inhibition	human PMI inhibition	TNAP activators	Lipid droplet	Lipid droplet cells 6.5 µM	Autophagy mod	Autophagy mod cell loss 18 h	T cell modulator	T cell modulator vesicle-bound %	Ins promoter up	Ins promoter up cell count	MT stabilizer	MT stabilizer Hoechst-high %	MT stabilizer cytotoxicity %
Cc1ccc(-c2nn3c(C)nnc3s2)cc1NC(=O)c1ccc(Br)o1	.	.	1%	1%	1.1	.	.	i	4	i	8	0.53	908	3.6	3.3	9.9
Cc1nc2nc(COc3ccccc3)nn2c(C)c1Cl	-2.1	1086	1%	0%	1	17	680	i	1	i	29	.	.	2.2	1.7	7.2
CCOc1ccc(-n2c(SCc3cc(=O)oc4cc(C)ccc34)nnc2-c2cccnc2)cc1	-1.6	1103	3%	8%	1.2	-35	581	i	10	i	31	-0.57	1489	3.7	2.2	7.9
O=C(O)c1ccc(-n2cncn2)c([N+](=O)[O-])c1	-0.6	1071	.	.	.	5	747	.	.	i	13	0.05	1562	.	.	.
O=C(NN1C(=O)/C(=C/c2ccc(O)c([N+](=O)[O-])c2)SC1=S)c1ccccc1Cl	-0.1	1073	-18%	-22%	1	27	733	i	9	i	29	-0.28	1259	4.8	2.6	5.7
Cc1nc(Nc2ccc(S(=O)(=O)N3CCCCC3C)cc2)c2nnn(Cc3ccccc3)c2n1 (stereo not given)	-1.6	1090	20%	24%	1	-17	515	i	5	i	25	1.4	1305	4.0	3.1	11
O=C(NCc1nc2ccccc2[nH]1)C1=C[C@@H](c2csc3ccccc23)C[C@@H](OCCCCO)O1	-1.2	1176	.	.	.	-14	702	.	.	i	24	-1.1	948	.	.	.
N#Cc1ccc2ccn(CC(=O)N3CCCc4ccccc43)c2c1	.	.	15%	19%	1.1	2	676	i	11	.	.	0.83	1141	5.9	2.7	7.1
O=C(O)C1CCCCN1S(=O)(=O)c1ccccc1 (stereo not given)	-5.8	1231	1%	-2%	1.1	-1	712	i	2	i	48	-0.21	953	1.4	1.3	7.0
Cc1ncsc1CCOC(=O)c1ccccc1	-0.5	1174	-28%	-24%	1.1	17	666	i	-6	i	42	-0.69	1280	2.7	1.9	1.7
Cc1ccc(-c2n[nH]c(=S)n2/N=C/c2c(C)nn(-c3ccccc3)c2C)cc1	3.1	992	-5%	-1%	1.5	12	641	i	-4	i	43	-1.9	1223	4.6	3.2	13
O=c1c(Cl)c(Nc2cccc(Cl)c2)cnn1-c1nc2ccccc2s1	0.1	900	-4%	12%	1.1	-3	516	i	14	i	17	-0.48	1338	2.2	2.4	2.4
Cc1[nH]c2ccc(Br)cc2c(=O)c1CN1CCOCC1	-2.0	1380	-2%	0%	1.1	.	.	.	.	i	30	0.41	1495	1.6	2.1	12
O=[N+]([O-])c1ccc(Oc2cccc(F)c2)c2ccncc12	6.7	1172	-1%	7%	1	-5	746	+	17*	i	46	-0.22	835	1.2	1.6	6.8
O=C1CC(N2CCSCC2)C(=O)N1c1ccc(F)cc1 (stereo not given)	0.4	1267	.	.	.	4	736	.	.	i	46	-0.18	1095	.	.	.
COc1ccc(CC2(CO)CCN(Cc3cccc4nccnc34)CC2)cc1	2.6	998	-6%	-4%	1	-5	661	i	4	i	40	-0.23	1670	2.0	0.9	6.6
Cc1ccc(CNC(=O)CSCc2ccccc2)cc1	1.2	1068	8%	8%	1.1	-6	732	+	-1.4*	i	31	-0.07	1384	3.0	1.4	7.3
CCNC(=O)Cc1ccc(Br)cc1	.	.	14%	10%	1	14	812	i	-4	i	48	.	.	2.1	1.4	6.3
CCCOc1ccc(N2C(=O)CC(N(CCOC34CC5CC(CC(C5)C3)C4)C(C)=O)C2=O)cc1 (stereo not given)	-1.0	1070	9%	11%	1	-16	683	i	10	i	13	0.23	1275	3.1	2.0	8.4
O=C(CCc1ccccc1)Nc1nc2ccc(S(=O)(=O)N3CCOCC3)cc2s1	.	.	9%	14%	1.1	-6	732	i	-1	i	42	-0.34	1259	2.3	1.2	3.0
O=C1NC(=S)S/C1=C1\Sc2ccccc2N1CCCS(=O)(=O)O	-2.4	596	-3%	-13%	1	.	.	i	-16	i	41	0.23	1464	4.9	2.3	1.1
CCn1nnnc1SCC(=O)N1CCOCC1	4.4	1127	-8%	1%	1.1	0	745	i	5	i	32	-0.59	1233	3.5	0.1	24
O=C(O)COc1ccc(-c2nnn(Cc3ccccc3F)n2)cc1	0.3	981	-2%	7%	1.1	-2	768	i	1	i	39	0.76	1291	2.7	1.2	11
N=c1c2c(-c3ccccc3)c(-c3ccccc3)n(Cc3ccco3)c2ncn1CCN1CCOCC1	-2.6	951	1%	0%	1.2	.	.	+	-13*	i	36	-1.3	1175	4.1	1.4	3.5
Cc1cccc(NC(=S)NC(=O)CCc2ccccc2)c1	3.6	1371	4%	11%	1.1	.	.	i	2	i	44	-0.24	1624	1.8	1.8	4.3

Continued, starting with the last 2 of the part before.
SMILES	b-catenin transl	b-catenin transl cell count 5 µM	PMI inhibition	human PMI inhibition	TNAP activators	Lipid droplet	Lipid droplet cells 6.5 µM	Autophagy mod	Autophagy mod cell loss 18 h	T cell modulator	T cell modulator vesicle-bound %	Ins promoter up	Ins promoter up cell count	MT stabilizer	MT stabilizer Hoechst-high %	MT stabilizer cytotoxicity %
N=c1c2c(-c3ccccc3)c(-c3ccccc3)n(Cc3ccco3)c2ncn1CCN1CCOCC1	-2.6	951	1%	0%	1.2	.	.	+	-13*	i	36	-1.3	1175	4.1	1.4	3.5
Cc1cccc(NC(=S)NC(=O)CCc2ccccc2)c1	3.6	1371	4%	11%	1.1	.	.	i	2	i	44	-0.24	1624	1.8	1.8	4.3
CC(=O)Nc1cccc(S(=O)(=O)N2CCCCCC2)c1	-1.7	1098	11%	8%	1.1	-14	706	i	18	i	36	-0.48	1810	3.0	2.1	5.9
CCCn1c(SCC(=O)OCC)nc(C(F)(F)F)cc1=O	1.4	926	-3%	-7%	1.1	.	.	i	2	i	32	0.11	1268	4.2	5.3	6.8
O=C(c1ccco1)[C@@H]1[C@@H]2C(=O)N(c3ccc(F)cc3)C(=O)[C@@H]2C2c3ccccc3C=CN21 (stereo not given in full)	-2.6	1012	-14%	-19%	1.2	.	.	i	26	i	20	-0.48	1449	4.3	2.3	18
Cc1nn(-c2ccccc2)c(C)c1/C=N/NC(=O)CSc1nnc(SCc2ccc(Cl)cc2)s1	-0.1	976	-1%	8%	1.1	19	655	i	14	i	47	-0.92	1246	3.5	1.3	5.8
CC(C)(C)S(=O)(=O)c1cnc(N2CCOCC2)nc1N	1.1	1275	.	.	.	0	712	.	.	i	31	-0.44	1414	.	.	.
CCOc1ccc2c(C)c(Cl)c(=O)oc2c1	.	.	9%	6%	1	25	790	i	0	i	54	0.18	873	2.2	1.9	5.5
COc1ccc(C)cc1Nc1nc(-c2c[nH]c3ccccc23)cs1	-0.6	935	-70%	-49%	0.5	30	627	i	-1	i	49	1.7	1217	1.6	4.2	7.2
CCCCSc1ccc(NC(=O)c2cccnc2)cc1	-0.3	1233	7%	13%	1.1	-4	729	i	-1	i	41	0.05	738	1.9	1.9	1.1
O=C(COc1ncnc2ccccc12)Nc1ccc(S(=O)(=O)N2CCOCC2)cc1	0.0	1305	.	.	.	2	775	.	.	i	50	-0.12	1089	.	.	.
CCOC(=O)C1CCN(C(=O)CN(C)S(=O)(=O)c2cc(C)ccc2OC)CC1	-0.8	961	11%	16%	1.1	-22	772	i	-1	.	.	1.2	1272	4.0	2.3	7.6
COc1ccc(C(=O)O/N=C(\N)Cc2ccc(Cl)cc2Cl)cc1OC	5.0	964	6%	14%	1.1	-6	650	i	4	i	34	0.82	1479	3.3	2.9	1.8
O=S(=O)(c1cccc(-c2nc3n(n2)Cc2ccccc2-3)c1)N1CCCCC1	-1.1	1367	1%	2%	1	.	.	i	-2	i	2	0.32	1461	1.3	0.9	2.8
COc1ccccc1N(CC(=O)NCC1CCCO1)C(=O)CNS(=O)(=O)c1ccc(C)cc1 (stereo not given)	-3.4	1378	-4%	-3%	1.1	.	.	i	4	i	8	-0.11	1408	2.9	2.1	1.0
COc1ccc(C(C)(C)C)cc1NC(=O)COC(=O)c1ncc(Cl)c(Cl)c1Cl	-4.0	1147	13%	11%	1.2	-1	669	i	-5	i	56	-0.59	1525	2.7	3.8	6.2
Cc1ccc2nc(SCC(=O)NCc3cccs3)c(C#N)cc2c1	0.5	1388	3%	5%	1	.	.	i	17	i	13	0.33	1572	2.8	1.5	8.9
O=[N+]([O-])c1ccccc1-c1nc(-c2ccc(Br)o2)no1	-0.8	1191	7%	12%	1.2	6	701	i	-6	i	45	-0.38	1490	2.6	2.0	3.9
COc1ccccc1Oc1nc2c(c(=O)n(Cc3ccccc3F)c(=O)n2C)n1C	.	.	-65%	-21%	1.1	17	726	i	-5	i	36	-1	1297	4.3	1.3	35
O=C(c1ccccc1)N(Cc1ccc2c(c1)OCO2)Cc1nc2ccccc2c(=O)[nH]1	-4.6	937	4%	3%	1.1	.	.	i	8	i	55	-0.46	1045	5.4	2.2	8.6
CC(C)(C)c1csc(NC(=O)c2ccc3nccnc3c2)n1	-0.8	1474	19%	15%	1.1	.	.	i	-1	i	12	0.12	1211	1.5	1.8	3.8
CC(CCc1ccccc1)NC(=O)c1ccc(NC(=O)c2ccc(Cl)cc2Cl)cc1 (stereo not given)	0.7	1085	-4%	4%	1.1	1	619	i	4	i	20	0.45	1643	6.0	3.6	3.6
CCOC(=O)c1c(NC(=O)CSc2nnc(-c3ccccc3C)n2C)sc(C(C)=O)c1C	-0.1	1180	-11%	-2%	1.1	3	674	i	-11	i	11	-1.1	758	7.3	2.9	6.6
CCc1ccc(C(=O)CSc2n[nH]c(C)n2)cc1	2.8	693	42%	-11%	1.1	.	.	i	14	i	52	0.39	1441	4.6	2.2	8.4
Cn1c(N2CCCCC2)nc2c1c(=O)[nH]c(=O)n2C	-2.1	1155	-6%	-5%	1.1	.	.	i	2	i	54	0.39	1129	4.0	1.8	7.9
C=CCSc1nnc(CSc2nc3sc4c(c3c(=O)[nH]2)CCCC4)n1-c1ccccc1	0.1	777	13%	12%	1	.	.	i	1	.	.	-1.1	960	3.4	1.8	13
